PfHsp40 rescue – rescue of PfHsp40-mediated yeast toxicity | S. cerevisiae expressing PfHsp40, growth rescue, ATP luminescence | growth rescue, % at 12.5 µM | 0.68% of 340,000 active | AID 504582; in the data active means growth rescue above about 28%, passing the limit was not always enough; inconclusive means no clear call, values can overlap the other calls;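 further: yeast W303a lacking pdr1 and pdr3 grown in galactose medium; growth measured after three days at 30 °C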
CCHFV vOTU inh – CCHFV vOTU protease inhibition. Pep-AMC fluorescence. inhibition, % at 11.5 µM. 0.55% of 370,000 active; in the data active means inhibition above about 30%; further: 0% = vehicle wells with enzyme and 100% = no enzyme wells
BoNT-A LC inh2 – inhibitors of Botulinum neurotoxin A light chain protease; multiplex microsphere protease substrate cleavage, flow cytometry; inhibition, % at 10 µM; 0.17% of 360,000 active; AID 588499; further: plate controls were buffer without enzyme for full effect and enzyme alone for no effect
SSB-PriA inh – inhibitors of Klebsiella pneumoniae PriA binding to SSB C-terminal tail | AlphaScreen SSBct-PriA binding, biotinylated peptide | inhibition, % at 33 µM | 0.6% of 430,000 active | AID 1272365; in the data active means inhibition mostly above about 37%, no sharp cut-off; inactive means mostly below about 20%;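 further: plate controls were negative control peptide for no effect and reference peptide for full effect; strong numbers were not always called active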
Yp Topo-I inh – blocks Yersinia pestis topoisomerase I activity; Y. pestis Topo-I cleavage product accumulation, plate reader; activity, % at 10 µM; 0.064% of 360,000 active; AID 504884; in the data active means activity above about 50%, passing the limit was not always enough; inconclusive means no clear call, values can overlap the other calls; further: inactives centre near 2
Anthrax LF prot – blocks Bacillus anthracis lethal factor protease; multiplex microsphere protease cleavage assay, LF; inhibition, % at 10 µM; 0.12% of 360,000 active; AID 588501; further: plate controls were buffer without enzyme for full effect and enzyme alone for no effect
Target sequence (P15917 whole entry, looked up): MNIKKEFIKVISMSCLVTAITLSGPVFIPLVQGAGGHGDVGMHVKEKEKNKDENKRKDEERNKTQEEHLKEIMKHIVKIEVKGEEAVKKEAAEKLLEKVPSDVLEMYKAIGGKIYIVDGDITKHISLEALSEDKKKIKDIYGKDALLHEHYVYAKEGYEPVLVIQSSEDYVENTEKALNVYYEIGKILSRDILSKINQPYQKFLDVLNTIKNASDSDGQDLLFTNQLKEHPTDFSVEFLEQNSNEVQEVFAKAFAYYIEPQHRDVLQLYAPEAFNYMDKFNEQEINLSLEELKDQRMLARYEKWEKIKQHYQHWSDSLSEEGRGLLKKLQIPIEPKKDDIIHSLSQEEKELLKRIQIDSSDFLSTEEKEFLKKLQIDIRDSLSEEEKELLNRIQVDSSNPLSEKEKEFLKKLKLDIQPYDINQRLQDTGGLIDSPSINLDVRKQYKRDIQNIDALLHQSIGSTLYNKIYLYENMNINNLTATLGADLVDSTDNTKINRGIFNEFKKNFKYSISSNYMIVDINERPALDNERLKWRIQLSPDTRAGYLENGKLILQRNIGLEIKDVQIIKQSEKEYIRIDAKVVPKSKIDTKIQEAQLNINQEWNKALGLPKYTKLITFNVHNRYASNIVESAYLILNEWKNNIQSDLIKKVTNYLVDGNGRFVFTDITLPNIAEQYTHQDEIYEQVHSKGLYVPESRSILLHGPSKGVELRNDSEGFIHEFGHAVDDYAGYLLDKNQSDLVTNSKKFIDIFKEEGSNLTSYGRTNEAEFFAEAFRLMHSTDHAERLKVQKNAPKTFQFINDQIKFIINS
3CLpro inhibitor – SARS-CoV 3CLpro protease inhibition; inhibition, % at 6 µM; recombinant SARS-CoV 3CLpro, quenched FRET peptide cleavage; 0.14% of 290,000 active; P0C6X7; in the data active means inhibition above about 12%
DUSP3 inh – DUSP3 (human) phosphatase inhibition; 0.52% of 290,000 active; P51452; inhibition, % at 13.3 µM; recombinant VHR phosphatase, pNPP absorbance; in the data active means inhibition above about 50%; further: some compounds called inactive have numbers as strong as hits
Target sequence (P51452 whole entry, looked up): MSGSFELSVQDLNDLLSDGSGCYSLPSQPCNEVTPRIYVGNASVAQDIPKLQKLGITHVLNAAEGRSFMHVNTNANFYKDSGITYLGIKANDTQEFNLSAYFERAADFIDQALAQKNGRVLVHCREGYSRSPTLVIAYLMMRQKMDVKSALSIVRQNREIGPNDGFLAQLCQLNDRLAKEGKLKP
TcdB GH inh – TcdB glycohydrolase inhibition; TcdB glycohydrolase enzymatic assay, plate reader; inhibition, % at 9.99 µM; 0.24% of 350,000 active; AID 652162; in the data active means inhibition above about 10%
Vc quorum ag – inducers of Vibrio cholerae quorum light production without autoinducers | activation, % at 18.7 µM | V. cholerae BH1578 lux reporter, luminescence, 6 h | 0.16% of 350,000 active | AID 588436; in the data active means activation mostly above about 9.7%, no sharp cut-off; inconclusive means no clear call, values can overlap the other calls; inactive means mostly below about 3.7%; further: not every result past the cut was called active; inactives centre near 0; reference of the scale not given here
Numbers without * were called inactive; i = inactive; ? = inconclusive; . = not tested or not shown; & = joins results of further samples. Unless noted, no stated cut-off is given here; in the data, active means inhibition above about 30%; inconclusive means no clear call, values can overlap the other calls; inactive means below that. Some of the compounds tested; count on the stated rates, not on these rows.

SMILES	PfHsp40 rescue	CCHFV vOTU inh	BoNT-A LC inh2	SSB-PriA inh	Yp Topo-I inh	Anthrax LF prot	3CLpro inhibitor	DUSP3 inh	TcdB GH inh	Vc quorum ag
C/C(CC(=O)Nc1c(C)cc(C)cc1C)=N\NC(=O)OC(C)(C)C	0.1	-9.6	-0.2	.	-10.6	-0.2	-0.5	1.0	.	-0.3
C/C(Cn1cnc([N+](=O)[O-])n1)=N\NC(=O)c1ccc(F)cc1	0.5	0.7	0.0	.	0.5	-4.6	0.3	17.8	.	-0.1
CSCCC(NC(=O)c1ccccc1Br)C(=O)N1CCC(C)CC1 (stereo not given)	1.5	-1.5	0.2	-20.2	9.6	-3.6	3.0	25.9	4.0	-0.3
Cc1cccc(C)c1NC(=O)CN(C)C(=O)C1CCN(c2ncnc3sc(C)c(C)c23)CC1	2.9	-7.5	-3.8	2.9	17.8	-1.8	.	.	5.0	-2.8
COc1ccc(Cl)cc1NC(=O)CN1C(=O)CCS(=O)(=O)c2ccccc21	-0.7	-5.8	0.1	-7.4	8.3	-3.7	-3.9	26.4	.	.
CC[C@]1(C(=O)OC)[C@H]2C(=O)N(Cc3ccccc3)C(=O)[C@H]2[C@H]2CN=C(SCc3ccc(C)cc3)N21	-0.4	5.6	-0.6	-8.9	32.3	-2.0	.	.	0.8	-1.5
CN1CCN(C(=O)C2=C[C@H](c3ccc(Br)cc3)C[C@H](OCCCCO)O2)CC1	-1.0	11.5	0.0	-10.9	2.4	-3.7	-0.3	7.4	-0.4&1.6	-19.1
CCCOc1cccc(-c2cc(C(=O)NN)c3ccccc3n2)c1	-0.9	13.0	-1.0	-4.9	-2.1	-0.5	2.6	41.9	.	-0.3
COc1ccc(NC(=O)Cn2nnc(C(=O)NCc3cccs3)c2N)c(OC)c1	-0.2	-14.8	1.6	-0.8	1.2	-3.1	8.8	17.8	1.2	i
O=C(O)c1cc(N/N=C/C=C/c2ccccc2[N+](=O)[O-])ccc1Cl	-0.8	5.5	-0.5	i	8.1	-7.5	4.2	36.8	-0.7	-0.4
CCOCCCNC(=O)CN1C(=O)/C(=C/c2ccccc2)Sc2ccccc21	0.9	15.5	-0.8	-2.1	16.9	1.3	4.3	-1.7	.	-0.3
CN(c1ccccc1)S(=O)(=O)c1cccc(C(=O)OCC(=O)NCc2ccc3c(c2)OCO3)c1	1.0	5.8	0.5	-19.0	-3.1	-1.5	1.5	-7.5	0.6	-0.2
Cc1cnn(-c2cc(N/N=C/c3ccc(F)cc3)ncn2)c1	-1.3	15.8	0.9	.	4.1	-7.9	-2.3	31.9	.	i
COc1ccccc1NC(=S)NC(=O)/C=C/c1cccs1	7.9	7.3	-0.9	6.0&-2.2	-6.1	-3.5	4.9	-0.5	0.2	i
CCOC(=O)N1CCN(C(=O)CCN2C(=O)/C(=C\c3ccc(OC)c(OC)c3)SC2=S)CC1	.	-14.7	4.7	.	10.2	6.8	.	.	0.4	i
Clc1ccc(Cn2ncc3c(NCc4cccnc4)ncnc32)cc1	-0.6	-1.8	-0.1	-1.0	3.1	-6.4	3.2	20.7	.	i
CCC(=O)Nc1cccc(NC(=O)CSc2nnc(C3CC3)n2C)c1	-0.3	3.2	-0.3	-7.6	-4.9	2.7	1.0	2.8	.	.
COc1ccc(NS(=O)(=O)c2cc(C(=O)NNC(=O)c3ccncc3)ccc2OC)c(OC)c1	.	6.2	-0.2	-6.7	-5.2	-2.0	.	.	0.8	-0.1
COc1ccc(C(=O)COC(=O)CCN2C(=O)C3C4C=CC(C5CC45)C3C2=O)cc1 (stereo not given)	-1.2	7.6	1.1	-5.2	13.0	-3.3	-5.4	10.5	1.5	i
NC(=O)C1CCN(C(=O)c2ccc(C(F)(F)F)cc2)CC1	0.3	-0.9	0.2	-1.8	2.8	2.3	-2.0	2.8	.	i
CCOc1ccc(NC(=O)N2CC(C)OC(C)C2)cc1 (stereo not given)	-0.7	-5.4	-2.7	3.8	-0.3	-2.1	7.5	-23.8	-0.2	-7.7
COC(=O)c1ccc(NC(=O)CN2CCN(S(=O)(=O)c3ccc(Br)cc3)CC2)cc1	3.7	6.8	-1.8	-9.0	26.1	-1.1	-0.7	14.0	3.4	i
O=C(CCN1CCN(C/C=C/c2ccccc2)CC1)Nc1ccccc1	-0.8	-3.3	-0.1	11.4	-1.5	0.5	-10.1	1.4	.	3.2
Cc1ccc(NCc2nnc(SCC(N)=O)n2CC2CCCO2)c(C)c1 (stereo not given)	0.2	-7.7	0.7	6.0	-1.5	-6.0	-13.7	52.9*	.	-0.4
c1ccc(C(CN2CCOCC2)c2ccccc2)cc1	-0.6	6.2	1.0	-4.1	-4.2	-2.2	-2.0	18.9	.	1.0

The list continues.
SMILES	PfHsp40 rescue	CCHFV vOTU inh	BoNT-A LC inh2	SSB-PriA inh	Yp Topo-I inh	Anthrax LF prot	3CLpro inhibitor	DUSP3 inh	TcdB GH inh	Vc quorum ag
COc1ccccc1-c1nnc(SCC(=O)O)n1C	?	5.2	-0.4	-12.8	-3.9	1.2	-1.0	25.6	.	i
Cc1nc(C)c(C(=O)OCC(=O)Nc2ccccc2SCC#N)s1	-1.8	4.6	2.1	-2.5	-9.0	3.3	.	.	1.1	i
CC(=O)c1ccc(NC(=O)c2cn(C)c(=O)c3ccccc23)cc1	.	10.7	-0.4	.	-4.5	3.8	.	.	1.2	i
COc1ccc(C)cc1-n1c(SCC(=O)NC2CC2)nc2ccccc2c1=O	-1.2	14.0	-0.4	4.4	4.1	-1.8	.	.	1.5	i
COc1cc2c(cc1OC)C1CCc3cc4c(cc3C1N=C2)OCO4 (stereo not given)	.	18.5	-0.1	.	7.2	-1.2	.	.	1.2	i
C[C@@H]1CC[C@@]2(O[C@H](CCO)C[C@H](O)[C@H]2O)O1	5.1	10.6	-0.1	-8.2	11.4	-4.8	3.3	-0.5	1.4	-0.5
COc1ccccc1-c1nnc(NC(=O)C(C)Sc2nncn2C)s1 (stereo not given)	-0.8	-4.1	0.1	-17.6	-4.5	1.0	1.6	33.6	1.6	i
CN(CC(=O)NCCC1=CCCCC1)S(=O)(=O)c1ccc2c(c1)c(=O)n(C)c(=O)n2C	0.9	2.6	0.3	-9.9	-2.0	-9.3	-4.6	23.2	1.0	.
Cc1cc(NS(=O)(=O)c2ccc(NC(=O)CNS(=O)(=O)c3ccccc3)cc2)nc(C)n1	-0.7	4.0	-0.4	-5.8	2.5	2.9	.	.	1.9	-2.9
CC(Oc1ccccc1)C(=O)Nc1oc(-c2ccco2)c(-c2ccco2)c1C#N (stereo not given)	0.4	6.1	0.5	0.8	-6.8	-0.3	-4.4	-1.6	-1.0	-0.2
CC1SC(=NC(=O)c2ccncc2)NC1=O (stereo not given)	-1.0	1.6	-0.6	1.4	0.6	-2.8	-3.3	19.1	-1.4	i
CCOc1ccccc1NC(=O)CSc1nnc(-c2ccccn2)n1Cc1ccco1	-0.2	-0.7	0.3	-7.7	12.7	-7.2	-1.1	0.8	.	i
COc1ccc(-c2cc(C(=O)NC3CC3)c3ccccc3n2)cc1	-1.0	-61.5	0.4	2.6	1.4	0.4	-0.1	-19.8	2.2	-0.4
CS(=O)(=O)N(Cc1ccccc1)c1ccc(C(=O)NC2CCCCC2O)cc1 (stereo not given)	0.6	-6.6	-1.1	-11.3	-0.4	4.4	-0.2	-0.8	.	1.0
C=CCCC(=O)N1C[C@H]2CON(C)[C@H]2C[C@H]1c1ccccc1Br	0.4	-6.4	-0.1	-3.9	-0.3	3.7	.	.	0.2	-1.0
Cc1ccccc1-n1c(C)nnc1SCC(=O)N1CC(=O)Nc2ccccc21	0.8	16.2	1.3	-17.6	4.1	1.8	-2.5	22.5	0.1	i
Cc1cccc(NC(=S)NC2CC3CCC(C2)N3Cc2ccco2)c1 (stereo not given)	1.6	4.0	0.6	8.5	0.2	-4.6	-4.1	2.2	1.1	7.1
COc1ccc(-n2c(SCC(=O)NCC3CCCO3)nc3c([nH]c4ccccc43)c2=O)cc1OC (stereo not given)	-0.8	11.1	-1.7	-4.2	26.1	0.3	-1.8	4.4	1.3	-1.3
COc1cccc(N(CC(=O)NCc2ccccc2)C(=O)CCC(=O)Nc2nccs2)c1	0.1	8.9	-1.2	-3.3	-3.4	0.3	-1.1	15.8	0.7	i
CCOC(=O)c1c(C)[nH]c(C)c1C(=O)COC(=O)c1cccnc1OCC	-0.8	-5.9	0.7	12.3	-0.2	-6.4	.	.	-0.8	i
C[C@H](CO)N1C[C@H](C)[C@@H](CN(C)S(=O)(=O)c2ccc(F)cc2)Oc2c(NS(=O)(=O)c3ccc(F)cc3)cccc2C1=O	-0.5	3.5	-0.6	-11.1	5.4	-4.4	.	.	2.5	i
O=C(/C=C/c1ccc(Cl)cc1Cl)N1CCN(c2ccccc2[N+](=O)[O-])CC1	3.6	-0.7	0.5	29.9	32.6	-5.2	-5.1	-1.5	-0.2	i
COc1cc(CNC(=O)c2cnc(C)cn2)cc(OC)c1	-0.3	5.3	.	-6.4	-1.7	.	4.2	9.8	-6.9	-0.4
COc1ccccc1N1CCN(Cc2nc(N)nc(Nc3ccc(C)c(Cl)c3)n2)CC1	-0.6	-1.4	-1.6	4.4	3.7	2.6	0.6	9.7	.	0.3
CCCc1cc(=O)[nH]c(SCC(=O)Nc2sc(C(N)=O)c(C)c2C(=O)OCCOC)n1	0.5	6.8	2.6	-3.4	4.7	-5.1	.	.	1.5	i

(cont.)
SMILES	PfHsp40 rescue	CCHFV vOTU inh	BoNT-A LC inh2	SSB-PriA inh	Yp Topo-I inh	Anthrax LF prot	3CLpro inhibitor	DUSP3 inh	TcdB GH inh	Vc quorum ag
Cc1nnc(NC(=O)c2ccc3c(c2)OCO3)s1	-1.2	-12.0	-2.2	4.0&-8.8	4.2	-10.0	5.4	-5.7	0.8	i
Cc1cc(C)n2nc(SCC(=O)Nc3c(C)n(C)n(-c4ccccc4)c3=O)nc2n1	0.2	8.0	0.1	6.7	0.0	2.0	-9.2	17.6	.	-2.2
O=C(NCc1ccccc1)c1nccnc1CO	-0.5	-0.9	0.1	4.7	-1.0	12.7	-5.6	10.4	-3.6	-0.9
COC(=O)c1ccc2nc(-c3ccc(F)cc3)c(Cc3cccc(F)c3)n2c1	.	-1.2	1.3	.	.	0.6	.	.	1.2	.
CCOC(=O)Cc1csc(NC(=O)COc2ccc3c(C)cc(=O)oc3c2)n1	0.3	3.0	0.0	-11.4	1.3	-2.1	0.9	7.8	1.4	1.1
C[C@H]1CN([C@@H](C)CO)S(=O)(=O)c2ccc(-c3ccncc3)cc2O[C@H]1CN(C)C(=O)c1cccc(F)c1	.	10.7	0.2	.	-1.5	-4.0	.	.	1.3&0.1&-0.1	0.1
O=C(O)C1CCN(C(=O)c2scc3c2OCCO3)CC1	-0.3	6.3	1.3	-7.5	-0.8	-10.4	-6.8	7.1	.	-0.6
O=C(CCn1c(=O)c2sccc2n(CC(=O)OCc2ccccc2)c1=O)NCc1ccco1	-0.4	-7.0	0.2	6.3	7.7	-1.9	0.6	7.1	.	i
CC1(C)Cc2ccccc2C2=C(C(=O)N3CCCCCC3)C(=O)C(=O)N21	2.4	8.4	0.8	4.8	5.5	-7.8	0.6	11.1	4.4	-0.4
COc1ccc(/C=C2/SC(=S)N(c3ccc(S(=O)(=O)Nc4nccs4)cc3)C2=O)cc1	-1.0	13.5	0.1	5.4	0.7	-1.9	-1.9	21.3	-0.5	-0.4

An excerpt of these results, with values under each structure:
The line under a structure holds: PfHsp40 rescue	CCHFV vOTU inh	BoNT-A LC inh2	SSB-PriA inh	Yp Topo-I inh	Anthrax LF prot	3CLpro inhibitor	DUSP3 inh	TcdB GH inh	Vc quorum ag
> CCOC(=O)Cc1csc(NC(=O)COc2ccc3c(C)cc(=O)oc3c2)n1
 : 0.3	3.0	0.0	-11.4	1.3	-2.1	0.9	7.8	1.4	1.1
> C[C@H]1CN([C@@H](C)CO)S(=O)(=O)c2ccc(-c3ccncc3)cc2O[C@H]1CN(C)C(=O)c1cccc(F)c1
 : .	10.7	0.2	.	-1.5	-4.0	.	.	1.3&0.1&-0.1	0.1

Bioassay records deposited in PubChem BioAssay by several laboratories.
